# Screening data as filed in PubChem BioAssay.
# ALOX12 inhib – qHTS Assay for Inhibitors of 12-hLO (12-human lipoxygenase); Potency, µM (doses to about 57.1 µM), without a hit: at the top dose activity change, negative = inhibition, usual class: inhibitors; AID 1452, 2008; hit rate 0.12% among 150,000; purified 12-hLO, xylenol orange hydroperoxide absorbance; Polyunsaturated fatty acid lipoxygenase ALOX12 (Homo sapiens), P18054; also: potency is read from the fitted curve at half-maximal effect; nearly all actives have a fitted effect of over 55% in size; many of its hits are not listed in these tables
#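 Hydroperoxide formation by human 12-lipoxygenase from 40 uM arachidonic acid was followed colorimetrically via ferric-xylenol orange complex, using the 573/405 nm absorbance ratio. Enzyme concentration was 150 nM, with 30 min reaction at room temperature.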
# PNC assembly inh – High Content Assay for Compounds that inhibit the Assembly of the Perinucleolar Compartment. AID 2417, 2010. activity change (PNC), negative = inhibition, % at 10 µM. hit rate 3.1% among 140,000. PC3M PTB-GFP, PNC prevalence imaging, 16 h; stronger effect = lower value;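 active = readout at or below -70, meaning at least 70% loss of cells showing the perinucleolar compartment, a nuclear body marking cancer cells; inconclusive = readout between -30 and a set limit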;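 also: plate controls were DMSO wells for no effect and camptothecin positive control wells for full effect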
#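 Read-out is percentage of cells bearing a perinucleolar compartment, from automated 20x imaging of fixed, Hoechst-stained PC3M PTB-GFP cells. Cells were seeded 4 h, then exposed 16 h to compound (23 nl of library stock) in duplicate plates.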
# IMPase cell inh – qHTS Assay for Identifying the Cell-Membrane Permeable IMPase Inhibitors | 120,000 tested, under 10 active | CHO-M1 cells, IP1 accumulation, HTRF TR-FRET ratio | inhibition (IP1 accumulation), % at 46.1 µM | Inositol monophosphatase 1 (Rattus norvegicus), P97697; active = well fitted curve in the direction sought with a large enough effect in the signal ratio, not every such curve was filed as active; inconclusive = small, poorly fitted or top-dose-only effect, or a change in a side signal; inactive = no such curve, though single readings can be large or run the other way; the % refers to the signal ratio;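 also: cells stimulated with carbachol in lithium chloride buffer; plate controls were DMSO basal wells for no effect and reference inhibitor wells for full effect; higher means more IMPase inhibition seen as more IP1 and lower FRET ratio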
# Target sequence (P97697 whole entry, looked up): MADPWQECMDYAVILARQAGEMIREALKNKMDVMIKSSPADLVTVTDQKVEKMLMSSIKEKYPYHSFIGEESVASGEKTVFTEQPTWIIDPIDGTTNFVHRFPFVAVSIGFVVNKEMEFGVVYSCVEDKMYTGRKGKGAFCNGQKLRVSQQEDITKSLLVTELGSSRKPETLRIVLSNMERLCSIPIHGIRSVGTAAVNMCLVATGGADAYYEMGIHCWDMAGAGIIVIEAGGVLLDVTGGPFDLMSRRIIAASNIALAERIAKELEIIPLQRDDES
#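 Seeded CHO-M1 cells were dosed with compound at up to 46 uM, stimulated with carbachol for 30 min, then lysed in IP-One detection reagents. Higher IP1 lowers the TR-FRET signal.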
# 15-hLO-2 inh – qHTS Assay for Inhibitors of 15-hLO-2 (15-human lipoxygenase 2); Polyunsaturated fatty acid lipoxygenase ALOX15B (Homo sapiens), O15296; purified 15hLO-2, xylenol orange hydroperoxide absorbance; Potency, µM (series often up to 57.1 µM), without a hit: at the highest dose activity change, negative = inhibition, usual class: inhibitors; hit rate 0.56% among 110,000; also: potency is read from the fitted curve at half-maximal effect; nearly all actives have a fitted effect of over 60% in size; many of its hits are not listed in these tables
# Target sequence (O15296 whole entry, looked up): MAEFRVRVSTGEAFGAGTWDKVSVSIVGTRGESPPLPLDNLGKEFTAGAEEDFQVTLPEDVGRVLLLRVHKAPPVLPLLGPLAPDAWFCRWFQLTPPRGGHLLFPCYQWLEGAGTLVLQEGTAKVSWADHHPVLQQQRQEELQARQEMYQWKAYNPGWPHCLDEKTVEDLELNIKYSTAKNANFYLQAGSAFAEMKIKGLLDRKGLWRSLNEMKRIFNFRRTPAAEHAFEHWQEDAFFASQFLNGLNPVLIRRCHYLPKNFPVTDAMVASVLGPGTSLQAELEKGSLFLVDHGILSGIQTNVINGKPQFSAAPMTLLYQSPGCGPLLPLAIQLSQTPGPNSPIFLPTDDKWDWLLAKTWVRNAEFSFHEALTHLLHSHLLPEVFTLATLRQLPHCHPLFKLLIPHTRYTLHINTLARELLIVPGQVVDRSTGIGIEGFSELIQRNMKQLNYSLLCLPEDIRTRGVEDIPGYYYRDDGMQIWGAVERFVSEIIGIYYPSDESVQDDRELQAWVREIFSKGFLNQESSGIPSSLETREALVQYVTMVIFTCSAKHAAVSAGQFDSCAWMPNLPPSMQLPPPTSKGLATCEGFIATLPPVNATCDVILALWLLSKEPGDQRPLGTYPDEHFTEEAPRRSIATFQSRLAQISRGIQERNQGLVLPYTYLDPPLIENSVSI
#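 Enzyme 50 nM, AA 45 uM, 25 mM Hepes pH 7.5 + 0.01% Triton X-100; cpd preinc 15 min RT, rxn 90 min RT; stop/detect with 200 uM XO + 300 uM Fe(II) in 50 mM H2SO4, 30 min; A573/A405.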
# Starred values were filed as active, the others as inactive; ? = inconclusive; . = no result given; [ ] = dose if it differs, or a comment. Unless noted, calls follow the shape of the dose curve; as a rule, active = well fitted curve in the direction sought with a large enough effect; inconclusive = small, poorly fitted or top-dose-only effect, or another doubt; inactive = no such curve, though single readings can be large; an effect the other way counts as inactive or inconclusive. Unless noted, % is scaled to controls: 0 for no effect and ±100 for the full control effect. This is a subset; count on the stated rates, not on these rows.
structure,15-hLO-2 inh,PNC assembly inh,IMPase cell inh,ALOX12 inhib
Clc1ccc(OCc2nc(-c3ccncc3)no2)c(Br)c1,.,19,?,-6%
O=[N+]([O-])c1cccc(/C=N\N2CCN(Cc3ccccc3Cl)CC2)c1,.,-24,14,-7%
Nn1c(Nc2ccccc2)nc2ccccc2c1=O,4%,38,1,2%
COC(=O)c1cc(OC)c(OC)cc1NC(=O)c1c(-c2ccccc2Cl)noc1C,14%,18,13,-5%
CC1=NOC(=O)/C1=C/c1ccc(-c2ccc(Cl)cc2)o1,7.9µM*,-29,2,?
CCCCCCCCn1cc(C(C)=O)c(=O)[nH]c1=O,0%,1,2,9%
COCC(=O)NCc1ccc2c(c1)OCO2,-2%,38,9,-5%
CC(=O)NC(CC(=O)c1ccc([N+](=O)[O-])cc1)C(Cl)(Cl)Cl (stereo not given),.,-17,12,-9%
COc1cc(CN2CC(=O)N(c3ccc(C)c(C)c3)C2=S)cc(OC)c1OC,.,60,-1,1%
CNc1ccc(NC(C)=O)cc1[N+](=O)[O-],.,?,16,-2%
O=C(COc1ccccc1)N(Cc1ccccc1)c1nc(-c2ccccc2)cs1,-9%,9,-6,-2%
O=C(C1=C(O)C(=O)N(c2ncccn2)C1c1ccc(Cl)cc1)c1ccco1 (stereo not given),20%,54,?,-9%
CCN(CC)S(=O)(=O)c1ccc2c(c1)nc(SCC(N)=O)n2-c1ccc(OC)cc1,-7%,-10,7,-7%
CCC(=O)Nc1ccc(N2CCN(S(C)(=O)=O)CC2)cc1,.,11,.,-1%
O=C(c1cc2ccccc2o1)N1CCN(c2ccccc2Cl)CC1,-1%,22,10,-14%
CCOC(=O)c1c(NC(=S)Nc2ccccc2)sc2c1CCN(C)C2,-3%,-17,9,-4%
CC1(C)[C@@H]2CC[C@@]1(C)C(=O)C2,-2%[0.0915 µM],.,2,4%[0.00818 µM]
CCCNc1ncnc2sc(C)c(C)c12,6%,-15,6,-9%
CCOC(=O)CSc1nnc(NC(=O)c2cccc(S(=O)(=O)N3CCCC3)c2)s1,-11%,?,6,-3%
Cc1ccc(-c2nc3ccccc3o2)cc1NC(=S)NC(=O)/C=C/c1ccco1,-29%,50,2,-3%
O=C(O)c1sccc1SCc1ccc(Cl)c(Cl)c1,-17%,12,0,-11%
O=C(COc1ccc2ccccc2c1CN1CCOCC1)N1CCc2ccccc21,28%,1,12,-4%
CCOC(=O)c1c(C)[nH]c(C(=O)OCC(=O)N2CC(C)OC(C)C2)c1C (stereo not given),2%,?,-6,1%
O=C(NNc1ccccn1)c1ccc(Cl)nc1,.,64,.,-2%
Cc1ccc(OCC(=O)N(C)Cc2ccccc2)c([N+](=O)[O-])n1,.,74,0,-1%
COc1ccc(Cl)c(Cn2c(NCCCN(C)C)nc3c2c(=O)n(C)c(=O)n3C)c1,1%,13,1,-2%
S=c1[nH]ncn1-c1ccccn1,-1%,16,4,2%
Cc1ccc2nc(N3CCN(S(=O)(=O)c4ccc(C)c(Cl)c4)CC3)c(C#N)cc2c1,-3%,22,-4,-1%
CCN(CC)S(=O)(=O)c1ccc(OC)c(NC(=S)Nc2cc(C)ccc2C)c1,.,9,.,-5%
CCOC(=O)Cn1c(N)c(C(=O)OC)sc1=S,3%,84,2,5%
Cc1ccc2nc(-c3ccc(Br)o3)oc(=O)c2c1,-8%,34,3,0%
Cn1c(=O)[nH]c(=O)c2c1nc(CN1CCOCC1)n2CCCO,.,47,-4,6%
Cn1c(SCc2nc3ccccc3s2)nnc1-c1ccc2c(c1)OCO2,-1%,-2,-4,-9%
O=C(CN(c1ccc(Cl)cc1)S(=O)(=O)c1ccc(Cl)c([N+](=O)[O-])c1)NCCc1ccc(F)cc1,.,-1,.,2%
COCCCNc1ncnc2nc[nH]c12,2%,?,-3,-1%
CCOC(=O)CCC(NC(=O)CCCC(=O)NC(CCC(=O)OCC)C(=O)OCC)C(=O)OCC (stereo not given),.,-8,0,4%
CSc1ccccc1NC(=O)c1ccco1,-6%,-8,0,-5%
O=C(COC(=O)/C=C/c1ccc([N+](=O)[O-])cc1)NCc1ccccc1,.,-1,.,11%
O=C(c1ccc(F)cc1)N1CCCCC(Sc2nnnn2-c2ccccc2)C1=O (stereo not given),-2%,?,5,-3%
C=CCOc1ccc(CNc2ccc(NC(=O)CC(C)C)cc2)cc1OC,.,19,.,1%
CC1=NN(C(N)=S)C(=O)C1N=Nc1ccccc1C (stereo not given),.,-2,?,-5%
C=CCOc1ccccc1CNc1ccccc1C,.,?,.,-1%
CCSc1nnc(-c2ccc(S(=O)(=O)N3CCCC3)cc2)n1C,-8%,-7,1,-5%
COc1ccc(NC(=S)NC2CCCCCC2)c(OC)c1,.,-3,.,-19%
O=C(NCCOc1ccccc1F)c1ccccc1SCc1ccc(F)cc1,.,5,.,-2%
Cc1cc(C(=O)NC2CCCCC2)c(C)n1-c1ccc(F)cc1,.,?,5,-1%
c1ccc2c(c1)sc1nnnn12,-1%,-15,1,-1%
CC(C)(C)NC[C@@H](O)COc1nsnc1N1CCOCC1,-1%,.,.,-4%
c1ccc(-c2n[nH]c3c2oc2ccccc23)cc1,23%[0.0915 µM],.,.,-1%[0.00818 µM]
CC(C)CCn1c(N2CCN(Cc3ccccc3)CC2)nc2c1c(=O)[nH]c(=O)n2C,0%,45,-3,-2%
CC1=CC(C)(C)n2c(O)c(C3=NC(=S)NC3=O)c3cc(OC(=O)c4cccc5ccccc45)cc1c32,-25%,11,8,-1%
Cc1cccc(S(=O)(=O)NCCC(=O)OC(C)C(=O)NC(=O)NC2CCCCC2)c1 (stereo not given),1%,?,4,-3%
CCOC(=O)c1ccc(NC(=S)N(CCCN2CCCC(C)C2)Cc2ccco2)cc1 (stereo not given),.,16,.,2%
CCn1c(O)c(N=NC(=O)C2C(=O)NCC2c2ccccc2)c2ccccc21 (stereo not given),.,?,2,0%
Nc1cc(-c2cccc(F)c2)nn1S(=O)(=O)c1cccc2nsnc12,.,-8,-11,-5%
CCCn1c(-c2ccc(F)cc2)nc2c(NCCCN(CCO)CCO)nc(C)nc21,3%,.,.,-1%
CC1=C(C(=O)OCC(C)C)C2(O)C(=O)c3ccccc3C2(O)N1 (stereo not given),.,-13,.,-1%
CC(C(=O)Nc1cc(C(F)(F)F)ccc1N1CCOCC1)N1C(=O)C2CC=CCC2C1=O (stereo not given),-3%,-27,-2,-6%
Cc1cc(NC(=O)c2ccc([N+](=O)[O-])cc2Cl)ccc1NC(=O)c1ccco1,.,-5,.,1%
O=C(O)CC1=C(c2ccc(F)cc2)CCC1=O,.,-10,.,-4%

# The list continues:
structure,15-hLO-2 inh,PNC assembly inh,IMPase cell inh,ALOX12 inhib
CCCCn1nc(C(=O)Oc2ccc3c(C)cc(=O)oc3c2)c2ccccc2c1=O,.,1,?,-1%
COc1ccc2nc(SCC(=O)N3CCNC3=O)[nH]c2c1,3%,7,-12,0%
CCOC(=O)Nc1ccc2c(c1)Sc1ccccc1N2C(=O)CCN1CCOCC1,0%,15,11,-3%
Cc1nnc(SCCn2c(N3CCC(C)CC3)nc3c2c(=O)[nH]c(=O)n3C)s1,6%,10,-6,-1%
CCCOc1ccc(C2NC(=S)NC(c3ccccc3)=C2C(=O)Nc2ccc(C)cc2)cc1OC (stereo not given),.,?,-8,14µM*
COc1ccc(OCC(=O)Nc2ccc(S(=O)(=O)N3CCCCCC3)cc2)cc1,-5%,-10,1,-4%
CCOC(=O)C(=O)NNc1ccc(C)cc1,.,-6,8,-2%
CS(=O)(=O)Nc1ccc(C2=NN(S(C)(=O)=O)C(c3ccc4c(c3)OCO4)C2)cc1 (stereo not given),.,-11,.,-4%
O=C1OC(/C=C/c2ccc(Cl)cc2Cl)=NC/1=C\c1cccs1,.,-27,.,-5%
COc1ccc(NC(=O)c2oc3ccccc3c2NC(=O)c2ccco2)c(OC)c1,-18%,?,10,6%
O=C(Oc1cccnc1)c1ccc(Cl)c(Cl)c1,5%,30,4,-5%
Cc1ccc(-c2csc(N)n2)s1,-12%,?,-10,-16%
CC1=C(C(=O)OC(C)C)C(c2ccc(C)o2)NC(=O)N1 (stereo not given),.,-9,?,4%
Cc1ccc(NC(=O)C(C)c2cccc(C(=O)c3ccccc3)c2)cc1 (stereo not given),9%,-3,6,-11%
COC(=O)c1cc(=O)nc2sc3cc(OC)ccc3n12,.,?,2,1%
COc1ccc(OC)c(C(=O)CSc2nnc(-c3ccc(OC)c(OC)c3)o2)c1,-7%,?,-7,7%
COC(=O)C(CC(C)C)NC(=O)/C=C/c1ccccc1Cl (stereo not given),.,37,.,-1%
C[N+]1(C)CCC[C@@H](OC(=O)C(O)(c2ccccc2)c2ccccc2)C1,0%[25.6 µM],.,18[20.6 µM],-3%[25.6 µM]
CC(C)(C)C(=O)/C=C/Nc1ccccc1O,-12%,8,5,-2%
c1ccc(CCc2nn3c(Cc4ccccc4)nnc3s2)cc1,-20%,-13,0,-2%
CCCOC(=O)CSc1nnc(-c2ccccc2Cl)o1,?,?,-5,-6%
Cc1ccccc1NC(=O)Cn1c([N+](=O)[O-])cnc1C,.,20,.,-2%
CN1/C(=C\C(=O)Nc2ccc(Br)cc2)C(C)(C)c2ccccc21,.,-8,.,-3%
CN1CCN(c2ncc3nc(CCc4ccccc4)c(=O)n(Cc4cccs4)c3n2)CC1,10%,.,.,1%
CC(C)c1ccc(OCC(O)CN2CCN(c3ccccc3)CC2)cc1 (stereo not given),43%[activator],-6,-4,-4%
O=c1c2ccccc2nnn1CSc1nnc(C2COc3ccccc3O2)n1-c1ccccc1 (stereo not given),-11%,-7,-6,-4%
CC1(C)SC(=S)N(/N=C/c2ccccc2)C1N(O)C(=O)Nc1ccc([N+](=O)[O-])cc1 (stereo not given),-2%,?,3,-9%
O=C(NC1CCCCCC1)c1cccc(COCC(F)(F)F)c1,.,-1,10,3%
CCOc1ccc(C2N(c3ccc(OC)cc3)C(=O)C3CCCN32)cc1OC (stereo not given),1%,28,-6,-4%
COc1cc(Cl)c(C)cc1NC(=O)CSc1ccc(C)cc1,-4%,16,7,3%
O=C(/C=C/c1ccccc1)c1ccc2c3c(cccc13)CC2,.,-25,-9,-1%
Cc1ccccc1Nc1sc(C(=O)Nc2cccc(Cl)c2)c(N)c1C(N)=O,.,6,3,-1%
COc1ccc(NC(=O)CCN2CCN(S(=O)(=O)c3ccc(Cl)cc3)CC2)cc1,-3%,?,-2,?
COc1ccc(C2=NOC(C(=O)Nc3c(C)n(C)n(-c4ccccc4)c3=O)C2)cc1 (stereo not given),1%,-3,-1,-1%
CC(C)CN1CC2(CCN(C(=O)c3cnccn3)CC2)C1,3%,.,.,2%
C=CCn1cc(C(=O)NCc2cccnc2)c(=O)c2cc(S(=O)(=O)N(CC)CC)ccc21,-4%,15,3,1%
CCN(CC)CCNC(=O)Cn1c(-c2ccccn2)nc2ccccc21,14%,1,-7,8%
